High-throughput results deposited in PubChem BioAssay by several laboratories.
M18AAP inhibitor – PfM18AAP inhibitors, malaria aminopeptidase, primary screen, biochemical, QFRET, recombinant enzyme; M18 aspartyl aminopeptidase (Plasmodium falciparum 3D7); H-Glu-NHMec fluorogenic cleavage; inhibition, % at 7.35 µM; 1.2% of 290,000 active; AID 1822, 2009;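 active = inhibition above the campaign mean inhibition over all tested compounds plus 3 SD, cut at about 28% in these data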;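 also: 0% = plate median of test compound wells and 100% = 2 mM ZnCl2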
MEKK2mut PB1 HTS – MEK5 binding signal on mutant MEKK2 PB1, primary screen, biochemical, multiplex bead flow cytometry, Alexa488-MEK5. Alexa488-MEK5 binding to MEKK2 mutant. percent response, % at 10 µM. 0.35% of 290,000 active. AID 1530, 2009; in the data active = percent response above about 24%, passing the limit was not always enough; also: inactives centre near 1; some results filed as inactive read as strong as hits; reference of the scale not given here
NALP1 inh – NALP1 inflammasome inhibitors in reconstituted yeast, colorimetric, S. cerevisiae, triplicate retest; inhibition, % at 10 µM; 0.61% of 280,000 active; S. cerevisiae NALP1/ASC/caspase-1 growth, X-gal OD620, 72 h; in the data active = inhibition mostly above about 24%, no sharp cut-off; inactive = mostly below about 32%; also: some compounds called inactive have numbers as strong as hits
MEKK2wt PB1 HTS – modulators of MEK5 binding to wildtype MEKK2, primary screen, biochemical, multiplex bead flow cytometry, Alexa488-MEK5; Alexa488-MEK5 binding to MEKK2 WT; actives lie on both sides; AID 1531, 2009; Mitogen-activated protein kinase kinase kinase 2 (Homo sapiens), Q9Y2U5; 1.1% of 290,000 active; binding response (% of control), % at 10 µM; in the data active = binding response below about 67% or above about 130%
MEKK3 PB1 HTS – modulators of MEKK3-MEK5 PB1 binding, primary screen, biochemical, wildtype MEKK3, multiplex bead flow cytometry, Alexa488-MEK5. Mitogen-activated protein kinase kinase kinase 3 (Homo sapiens), Q99759. bead-based flow cytometry, Alexa488-MEK5 binding to MEKK3; actives lie on both sides; 0 = blocked by unlabeled MEK5, 100 = vehicle. binding response (% of control), % at 10 µM. 1.4% of 290,000 active. AID 1529, 2009;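 active = binding response more than 3 SD above or below the average of its plate-row segment, actives on both sides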;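 also: Alexa488 bead fluorescence after subtracting the streptavidin-only scavenger bead signal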
Target sequence (Q99759 whole entry, looked up): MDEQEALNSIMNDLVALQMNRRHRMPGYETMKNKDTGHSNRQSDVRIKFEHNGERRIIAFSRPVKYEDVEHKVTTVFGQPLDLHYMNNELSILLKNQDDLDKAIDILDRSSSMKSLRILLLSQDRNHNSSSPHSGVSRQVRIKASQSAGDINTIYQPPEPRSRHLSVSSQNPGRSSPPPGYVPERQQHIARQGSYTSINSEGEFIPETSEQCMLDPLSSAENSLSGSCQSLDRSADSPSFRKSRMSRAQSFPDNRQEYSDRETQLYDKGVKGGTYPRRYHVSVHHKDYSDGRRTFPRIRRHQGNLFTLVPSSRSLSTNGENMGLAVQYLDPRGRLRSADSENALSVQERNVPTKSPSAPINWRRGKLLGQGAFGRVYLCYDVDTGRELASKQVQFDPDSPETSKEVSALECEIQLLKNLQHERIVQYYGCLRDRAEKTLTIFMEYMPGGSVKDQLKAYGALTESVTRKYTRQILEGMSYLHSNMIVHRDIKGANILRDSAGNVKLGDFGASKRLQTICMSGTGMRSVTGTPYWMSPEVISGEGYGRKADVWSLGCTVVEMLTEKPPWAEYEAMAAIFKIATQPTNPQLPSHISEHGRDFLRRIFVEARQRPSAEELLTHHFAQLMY
GPR7 antag – GPR7 receptor antagonists, primary screen, cell-based, fluorescence, single concentration; 1.1% of 290,000 active; GPR7-expressing cells, fluorescence antagonist assay; Neuropeptides B/W receptor type 1 (Homo sapiens), P48145; inhibition, % at 4.4 µM; in the data active = inhibition above about 16%, passing the limit was not always enough;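 also: cells stimulated with the agonist NPW; 0% = agonist with vehicle and 100% = vehicle without agonist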
PHOSPHO1 inh – PubChem AID 1565 | recombinant PHOSPHO1, absorbance phosphatase assay | 1.1% of 290,000 active | inhibition, % at 13.3 µM; in the data active = inhibition above about 60%
Target sequence (Q8TCT1 whole entry, looked up): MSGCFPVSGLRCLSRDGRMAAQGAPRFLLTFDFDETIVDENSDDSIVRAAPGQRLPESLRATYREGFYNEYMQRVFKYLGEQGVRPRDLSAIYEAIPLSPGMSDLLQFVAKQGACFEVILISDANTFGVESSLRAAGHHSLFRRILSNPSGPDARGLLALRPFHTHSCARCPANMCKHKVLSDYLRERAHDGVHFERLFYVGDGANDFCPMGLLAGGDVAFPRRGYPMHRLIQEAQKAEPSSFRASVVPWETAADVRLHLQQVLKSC
OXTR ag – human OXTR agonists, primary screen, fluorescence, CHO-OTR cells, Fluo-8 calcium; Oxytocin receptor (Homo sapiens), P30559; Fluo-8 calcium fluorescence; normalized: DMSO 0%, oxytocin 100%; activation, % at 3 µM; 0.32% of 320,000 active;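 active = activation above the mean of all tested compounds plus 3 SD, cutoff set per screening run, cut at about 20% in these data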;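 also: peak over basal fluorescence ratio from a 100 s FLIPR kinetic read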
FID counter – compounds displacing fluorescent DNA intercalator, primary screen, artefact control for HCV NS3 helicase inhibitor project, biochemical, FID fluorescence | DNA fluorescent intercalator displacement | inhibition, % at 7.9 µM | 0.17% of 290,000 active | AID 1845, 2009; in the data active = inhibition above about 37%;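 also: 0% = vehicle and 100% = reference compound; higher means more ethidium bromide displaced from hairpin DNA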
Starred values were filed as active, the others as inactive; . = not tested or not shown; [ ] = dose if it differs, or a comment.

1) Cc1oc(/N=C/c2ccc(O)cc2O)c(C#N)c1C
2) CCOc1ccc2[nH]c3c(N4CCN(c5ccccn5)CC4)ncnc3c2c1
3) O=C1CN2C(=N1)N(Cc1ccccc1)c1ccccc12
4) Cc1ccc(C(=O)/C=C/c2ccc3ncccc3c2)cc1
5) Cc1nc(CS(=O)(=O)c2ccccc2)cc(N2CCN(c3ccccc3F)CC2)n1
6) Cc1cccc(NC(=O)CCCc2ccccc2)c1C
7) Cc1ccc(CNC(=O)C2(C(F)(F)F)C/C(=C\Cc3ccccc3)CCCO2)o1 (stereo not given)
8) CC1CN(C(=O)c2ccc(NS(=O)(=O)c3ccc(F)cc3)cc2)CC(C)O1 (stereo not given)
assay / compound	1	2	3	4	5	6	7	8
M18AAP inhibitor	9	4	2	8	-7	1	-40	-4
MEKK2mut PB1 HTS	-1	6	3	6	-1	5	-5	8
NALP1 inh	11	4	4	6	19	30	17	12
MEKK2wt PB1 HTS	105	113	105	104	102	104	105	112
MEKK3 PB1 HTS	106	97	105	89	97	100	109	105
GPR7 antag	-3	0	5	-11	-1	-4	3	-9
PHOSPHO1 inh	3	-7	5	29	32	29	-2	29
OXTR ag	0.7	-0.4	0.7	-0.9	-1.1	-2.1	-1.9	0.9
FID counter	-7	-3	-1	-22	-1	-13	-19	-15

3 of the entries above in order of their number in PHOSPHO1 inh, high to low.
# | SMILES | PHOSPHO1 inh
5 | Cc1nc(CS(=O)(=O)c2ccccc2)cc(N2CCN(c3ccccc3F)CC2)n1 | 32
6 | Cc1cccc(NC(=O)CCCc2ccccc2)c1C | 29
7 | Cc1ccc(CNC(=O)C2(C(F)(F)F)C/C(=C\Cc3ccccc3)CCCO2)o1 (stereo not given) | -2

Following part:
9) O=C(Nc1nccs1)c1cncc(Br)c1
10) Cc1ccc(/C=N/Nc2ccnc3cc(Cl)ccc23)c(C)c1
11) COc1cccc(CNS(=O)(=O)c2cn(C)cn2)c1
12) COc1cccc(NC(=O)N2CCC(NC(=O)c3ccco3)CC2)c1
13) CC(=O)N/C(=C\c1ccccc1Cl)C(=O)O
14) Cc1ccc(C)c(N(C(=O)CNC(=O)c2ccco2)C(C(=O)NC2CCCCC2)c2cccnc2)c1 (stereo not given)
15) N#CC1=C(N)N(c2ccccc2C#N)C2=C(C(=O)CCC2)C1c1ccsc1 (stereo not given)
16) Cc1nc(-c2ccc(C(=O)Nc3cccc(Br)c3)cc2)cs1
assay / compound	9	10	11	12	13	14	15	16
M18AAP inhibitor	10	3	-11	-7	5	8	8	1
MEKK2mut PB1 HTS	0	30	.	0	11	11	1	1
NALP1 inh	-12	60*	11	9	-59	14	11	-3
MEKK2wt PB1 HTS	101	167*	.	95	101	108	96	99
MEKK3 PB1 HTS	99	101	.	99	112	107	104	102
GPR7 antag	-23	2	-7	-2	-10	-12	-4	12
PHOSPHO1 inh	40	-9	13	28	-1	24	18	37
OXTR ag	0.3	-1.9	0.6	0.4	0.1	0.0	-0.5	2.7
FID counter	-7	4	1	-13	1	-38	-4	-7

17) O=C(Nc1ccc2c(c1)CCC2)c1ccc(F)cc1
18) O=C(CCN1CCOCC1)NNC(=O)/C(=C/c1ccccc1)NC(=O)c1ccccc1
19) O=C(CS(=O)CC(=O)N(CC(=O)NC1CCCC1)c1ccc2c(c1)OCCO2)Nc1ccc(F)cc1 (stereo not given)
20) CCc1nc2ccc(C(=O)N3CCN(c4ccccc4)CC3)cc2nc1CC
21) CCCNS(=O)(=O)c1cccc(C(=O)OCc2cc(=O)oc3cc(OC)ccc23)c1
22) CC(=O)NC(Cc1ccccc1F)C(=O)NC1CCN(C(=O)Nc2ccc(C)cc2)CC1 (stereo not given)
23) COCCN(CCOC)S(=O)(=O)c1ccc(C(=O)Nc2sc3c(c2C(N)=O)CCCCC3)cc1
24) C=CCn1c(SCCOc2ccc(OC)cc2)nnc1C(C)NC(=O)c1ccc(OC)cc1 (stereo not given)
assay / compound	17	18	19	20	21	22	23	24
M18AAP inhibitor	9	-22	3	-4	5	-1	-1	2
MEKK2mut PB1 HTS	18	-1	-6	5	6	5	6	1
NALP1 inh	35	17	15	5	13	12	29	30
MEKK2wt PB1 HTS	104	105	98	105	102	102	97	101
MEKK3 PB1 HTS	108	101	101	102	103	100	100	101
GPR7 antag	-3	-14	-10	-7	34*	-7	-8	-16
PHOSPHO1 inh	3	-4	33	33	19	31	-16	10
OXTR ag	-2.3	1.0	0.4	-3.0	9.4	0.1	0.6	-0.4
FID counter	1	4	-30	-62	-23	-26	7	-8

25) Cc1cc(NC(=O)CSc2nc3cc(Cl)ccc3o2)no1
26) COc1ccc(N2C(=O)C(C)C(Cc3ccc(C)cc3)C2=O)cc1 (stereo not given)
27) O=C(c1ccco1)N1CCN(S(=O)(=O)c2ccc3c(c2)CCN3C(=O)C2CCC2)CC1
28) COc1cc2c(cc1OC)C(c1ccc(C)o1)CC(=O)N2 (stereo not given)
29) CC1(C)CC(=O)C/C(=N/NC(=O)CCCOc2ccc(Cl)cc2Cl)C1
30) C[n+]1ccn(CC(=O)c2cc(C(C)(C)C)c(O)c(C(C)(C)C)c2)c1
31) COc1ccc(-c2nc3c(c(SCC(=O)N4CCCC4)n2)COC(C)(C)C3)cc1
32) O=C1CC(c2ccccc2)CC(O)=C1C=NCCN1CCOCC1 (stereo not given)
assay / compound	25	26	27	28	29	30	31	32
M18AAP inhibitor	3	-17	-9	-7	-3	-1	-4	5
MEKK2mut PB1 HTS	-1	4	7	4	8	0	-3	-1
NALP1 inh	3	15	13	.	0	1	8	-8
MEKK2wt PB1 HTS	96	110	112	98	108	102	102	98
MEKK3 PB1 HTS	105	107	108	97	106	100	99	96
GPR7 antag	1	-3	-3	0	1	-18	-18	4
PHOSPHO1 inh	37	39	6	1	32	31	30	6
OXTR ag	1.1	2.0	0.6	1.4	-0.2	-0.2	-1.1	0.7
FID counter	-2	-18	-21	9	-21	2	-62	-1

33) O=C(Nc1ccccc1N1CCOCC1)c1ccco1
34) CC(C)Oc1ccc(C(=O)NCc2ccco2)cc1
35) CC1N(O)C(c2ccc(Cl)cc2Cl)N(O)C1(C)C (stereo not given)
36) COc1ccc(C2C(=O)N(C3CCCCC3)CC(=O)N2Cc2ccc3c(c2)OCO3)cc1 (stereo not given)
37) COc1cccc(-n2c(CN3CCN(c4cccc(C)c4)C(C)C3)nc3ccc([N+](=O)[O-])cc3c2=O)c1 (stereo not given)
38) O=S(=O)(Nc1ncccn1)c1ccc(NS(=O)(=O)c2cc(Cl)ccc2Cl)cc1
39) Cc1cc(OC(=O)c2ccc(S(=O)(=O)N(C)C)cc2)cc(=O)o1
40) COC(=O)c1nc2nc(-c3cccs3)cc(C(F)(F)F)n2n1
assay / compound	33	34	35	36	37	38	39	40
M18AAP inhibitor	2	9	4	-3	-6	-2	-13	0
MEKK2mut PB1 HTS	2	5	2	.	-2	-9	7	-5
NALP1 inh	-2	13	8	20	-28	11	5	29
MEKK2wt PB1 HTS	102	108	93	.	95	94	102	90
MEKK3 PB1 HTS	103	107	90	.	98	101	102	89
GPR7 antag	-12	4	-4	-7	-11	5	14	-5
PHOSPHO1 inh	14	-7	2	14	12	-18	-32	-8
OXTR ag	0.0	-0.2	-0.4	-1.2	-0.2	-0.1	-0.7	-1.5
FID counter	-1	-6	-3	-18	1	-2	8	0

Structures from the list above that contain bromine:
9) O=C(Nc1nccs1)c1cncc(Br)c1
16) Cc1nc(-c2ccc(C(=O)Nc3cccc(Br)c3)cc2)cs1
assay / compound	9	16
M18AAP inhibitor	10	1
MEKK2mut PB1 HTS	0	1
NALP1 inh	-12	-3
MEKK2wt PB1 HTS	101	99
MEKK3 PB1 HTS	99	102
GPR7 antag	-23	12
PHOSPHO1 inh	40	37
OXTR ag	0.3	2.7
FID counter	-7	-7

Following part:
41) COC(=O)c1ccc(/C=C(\C#N)c2ccccn2)cc1
42) Cc1nnc(SCc2ccc3c(c2)OCO3)s1
43) CC(C)(C)c1ccc(C(=O)Nc2ccccc2C(=O)NCCN2CCOCC2)cc1
44) C/C(=N\NC(=O)CNC(=O)c1ccccc1F)c1ccco1
45) CN(C)S(=O)(=O)c1ccc(NC(=O)COC(=O)C2COc3ccccc3O2)cc1 (stereo not given)
46) Cc1nn(C)c(C(=O)N/N=C/c2ccc(-c3ccccc3)cc2)c1Cl
47) Cc1[nH]c2ccccc2c1Cc1nnc(SCC(N)=O)o1
48) COc1ccc(CCNC2=C(Cl)C(=O)N(Cc3ccccc3)C2=O)cc1OC
49) COc1ccc(NC(=O)CN2CCN(CC#N)CC2)cc1
50) O=C(NCc1nnc(SCC(=O)N2CCOCC2)o1)c1c(F)cccc1F
assay / compound	41	42	43	44	45	46	47	48	49	50
M18AAP inhibitor	1	10	6	0	9	1	2	1	4	-4
MEKK2mut PB1 HTS	-47	4	0	-1	-8	3	8	2	1	12
NALP1 inh	1	-3	10	0	-15	-4	28	2	4	9
MEKK2wt PB1 HTS	1.0*[inhibitor]	101	102	100	89	102	108	100	104	110
MEKK3 PB1 HTS	2.0*[inhibitor]	100	94	102	93	98	104	101	101	105
GPR7 antag	2	1	15	-10	18	-18	-7	4	-4	-17
PHOSPHO1 inh	5	7	6	24	25	28	2	41	8	-15
OXTR ag	-2.4	-0.7	5.3	0.9	2.6	0.4	-0.6	1.8	0.7	-0.1
FID counter	-4	-3	3	-2	4	-27	2	-13	-6	-3
